CHRM4 PAM: positive allosteric modulators of human muscarinic M4 receptor; P08173; CHO-K1 hM4/Gqi5, Fluo-8 calcium fluorescence, ACh EC20; 0% = ACh EC20, 100% = maximal ACh; activation, % at 3 µM; 360,000 tested, 0.4% active; AID 624126;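 active = activation above its plate's cutoff, the mean activation of sample wells plus 3 SD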; note: some results filed as inactive read as strong as hits
Target sequence (P08173 whole entry, looked up): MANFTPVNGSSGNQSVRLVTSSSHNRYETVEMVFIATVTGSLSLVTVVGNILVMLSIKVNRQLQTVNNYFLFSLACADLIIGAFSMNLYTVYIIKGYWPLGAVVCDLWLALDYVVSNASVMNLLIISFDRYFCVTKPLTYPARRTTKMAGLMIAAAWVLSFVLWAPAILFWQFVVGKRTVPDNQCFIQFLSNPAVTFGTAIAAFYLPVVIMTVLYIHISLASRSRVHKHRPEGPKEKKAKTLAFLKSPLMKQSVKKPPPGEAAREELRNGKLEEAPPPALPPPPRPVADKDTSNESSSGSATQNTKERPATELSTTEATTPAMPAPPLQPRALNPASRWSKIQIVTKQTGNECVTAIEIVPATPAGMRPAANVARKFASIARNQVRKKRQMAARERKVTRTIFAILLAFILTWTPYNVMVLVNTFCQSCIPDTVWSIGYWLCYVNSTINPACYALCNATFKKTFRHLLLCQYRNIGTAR
CHRM5 antagonist: blocks acetylcholine activation of human M5 receptor; CHO-hM5 cells, Fluo-8 calcium fluorescence, ACh EC80; inhibition, % at 3 µM; 360,000 tested, 0.59% active;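 active = inhibition above a per-plate cutoff, the mean of that plate's test compounds plus 3 SD, cut at about 27% in these data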;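 note: 0% = acetylcholine EC80 with DMSO and 100% = DMSO without agonist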
TAAR1 antagonist: antagonists of human TAAR1; Q96RJ0; CHO RD-HGA16 TAAR1, Fluo-8 calcium fluorescence, antagonist; inhibition, % at 3 µM; 360,000 tested, 1.5% active;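 active = inhibition above a per-plate cutoff, the mean inhibition of test compounds on that plate plus 3 SD, cut at about 49% in these data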;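 note: 0% = DMSO plus EC80 beta-PEA response and 100% = DMSO alone without agonist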
Target sequence (Q96RJ0 whole entry, looked up): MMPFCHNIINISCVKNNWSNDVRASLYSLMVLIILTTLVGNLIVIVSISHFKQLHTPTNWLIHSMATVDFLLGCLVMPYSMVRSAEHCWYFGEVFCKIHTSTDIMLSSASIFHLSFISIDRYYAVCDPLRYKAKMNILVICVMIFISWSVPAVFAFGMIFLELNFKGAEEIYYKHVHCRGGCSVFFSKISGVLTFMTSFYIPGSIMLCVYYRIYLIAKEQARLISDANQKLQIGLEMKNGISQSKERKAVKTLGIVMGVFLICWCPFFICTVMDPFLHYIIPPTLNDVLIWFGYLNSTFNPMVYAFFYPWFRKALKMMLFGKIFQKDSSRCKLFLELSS
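System: CHO RD-HGA16 cells bearing hTAAR1. Reagent: EC80 β-phenethylamine stimulus. Schedule: seeding 17-24 h prior, 75-min 37 °C, 30-min RT dye loading. Signal: Fluo-8 intracellular calcium dye fluorescence, real-time kinetic reads. Read-out: % inhibition from peak post-agonist over basal fluorescence ratio. Benchmarks: vehicle wells and EC80 agonist wells. Replicates: n of 1.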
CHO-K1 Ca PAM: counter-screen for M1 PAMs: effect in parental CHO-K1 cells; activation, % at 3 µM; 360,000 tested, 0.02% active; ATP EC20, Fluo-8 calcium fluorescence; 0% at ATP EC20, 100% at ATP max;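 active = activation above the run cutoff, the mean activation of all test compounds plus 3 SD, cut at about 40% in these data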;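 note: peak over basal fluorescence ratio in a 140 s read after ATP addition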
TAAR1 agonist: human TAAR1 agonism | 360,000 tested, 0.99% active | Q96RJ0 | AID 624467 | activation, % at 3 µM | CHO RD-HGA16 TAAR1, Fluo-8 calcium fluorescence; vehicle wells 0%, saturating PEA agonist 100%;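 active = activation above the mean activation of all test compounds in the run plus 3 SD, cut at about 38% in these data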
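Benchmarks: low control DMSO, high control PEA (EC100); System: CHO RD-HGA16 cells carrying human TAAR1 plus Gα16; Detection: Fluo-8 fluorescence, 5 s baseline then 140 s kinetic read; Schedule: 17-24 h plating, Fluo-8 75 min 37 °C, 30 min RT; Read-out basis: % activation from peak over basal fluorescence ratio, DMSO-to-PEA scaled.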
CHRM5 PAM: potentiates acetylcholine response at human M5 receptor | P08912 | CHO-K1 hM5, Fluo-8 calcium, ACh EC20 PAM; 0% = ACh EC20, 100% = ACh EC100 | activation, % at 3 µM | 360,000 tested, 0.3% active | AID 624038;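 active = activation above the run cutoff, the mean activation of all test compounds plus 3 SD, cut at about 18% in these data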
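System: CHO-K1 cell line with stable human muscarinic M5 receptor expression | Also added: EC20 acetylcholine as agonist stimulus | Compound: One concentration, 3 µM final (nominal) | Timing: Fluo-8 loading 80 min at 37 °C plus 30 min room temperature | Measured by: Fluo-8 calcium dye fluorescence, kinetic read | Read-out basis: % activation, ACh-normalized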
CRFR2-BP antag: antagonists of CRF-binding protein/CRF-R2 receptor complex; HEK293 CRF-R2/CRF-BP, CRF-induced calcium fluorescence; inhibition, % at 11.8 µM; 350,000 tested, 0.59% active;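 active = inhibition of the ligand-induced calcium signal above about 50% at the single tested concentration, limit read from the data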
CRFBP-R2 agonist: CRF-BP/CRF-R2 complex agonism; HEK293 CRF-R2/CRF-BP, calcium dye fluorescence (FLIPR); percent of saturating CRF peptide response; activation, % at 13.2 µM; 350,000 tested, 0.46% active; AID 588473;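 active = activation of at least 50%, plus an integration ratio under a set limit after plate pattern correction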;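 note: plate controls were neutral control wells without compound for no effect and CRF at EC100 for full effect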
M5 ag: CHRM5 agonism in calcium assay | P08912 | CHO-K1 hM5 cells, Fluo-8 calcium fluorescence; 0% DMSO wells, 100% maximal acetylcholine response | activation, % at 3 µM | 360,000 tested, 0.19% active | AID 624037;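 active = activation above the run's mean over test compounds plus 3 SD, cut at about 23% in these data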;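 note: signal is peak over basal fluorescence ratio across the kinetic read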
Starred values were filed as active, the others as inactive; . = not tested or not shown.

SMILES	CHRM4 PAM	CHRM5 antagonist	TAAR1 antagonist	CHO-K1 Ca PAM	TAAR1 agonist	CHRM5 PAM	CRFR2-BP antag	CRFBP-R2 agonist	M5 ag
CC(OC(=O)c1ccc(Cl)c(S(N)(=O)=O)c1)C(=O)NCC1CCCCC1 (stereo not drawn)	4	3	-3	14	1	-2	8	-1.3	1
O=C(Cn1cnc2c(cnn2-c2ccc(F)cc2)c1=O)NCCc1ccccc1	9	-4	2	13	-1	-4	22	0.6	3
O=C(Nc1ccccc1C(F)(F)F)C1CCN(C(=O)Cc2ccccc2)CC1	13	-17	-1	-6	1	-1	-4	1.2	-2
Cc1nc(Nc2ccc(Cl)cc2)c2oc3ccccc3c2n1	-8	4	-8	-9	-4	-3	-23	0.6	-6
CCn1ncc(Br)c1C(=O)Nc1cc(C)cc(C)c1	1	0	6	13	-4	-3	24	-1.3	-7
COc1ccccc1NC(=O)C1CCCN(C(=O)Nc2ccc(F)cc2)C1 (stereo not drawn)	2	-6	0	12	4	2	-1	0.1	-1
C[C@@H]1CN([C@@H](C)CO)S(=O)(=O)c2ccc(C#Cc3cccc(F)c3)cc2O[C@H]1CN(C)S(=O)(=O)c1cn(C)cn1	-12	10	68*	10	21	-4	-10	-0.3	3
Cc1cc(Br)ccc1NC(=O)CNC(=O)CN(C)Cc1nc2ccccc2c(=O)[nH]1	7	-6	-11	14	7	3	-3	-0.9	-1
CCOC(=O)Cc1csc(NC(=O)C2CCCCC2C(=O)O)n1 (stereo not drawn)	7	-4	-6	16	6	2	12	-0.2	0
Cc1ccc(NC(=O)COc2ncnc3c(Cl)cc(Cl)cc23)cc1[N+](=O)[O-]	3	-2	9	24	0	3	1	-1.4	-3

Some of these compounds in order of formula weight, rising:
SMILES	CHRM4 PAM	CHRM5 antagonist	TAAR1 antagonist	CHO-K1 Ca PAM	TAAR1 agonist	CHRM5 PAM	CRFR2-BP antag	CRFBP-R2 agonist	M5 ag
O=C(Cn1cnc2c(cnn2-c2ccc(F)cc2)c1=O)NCCc1ccccc1	9	-4	2	13	-1	-4	22	0.6	3
CC(OC(=O)c1ccc(Cl)c(S(N)(=O)=O)c1)C(=O)NCC1CCCCC1 (stereo not drawn)	4	3	-3	14	1	-2	8	-1.3	1
Cc1cc(Br)ccc1NC(=O)CNC(=O)CN(C)Cc1nc2ccccc2c(=O)[nH]1	7	-6	-11	14	7	3	-3	-0.9	-1

Later entries
SMILES	CHRM4 PAM	CHRM5 antagonist	TAAR1 antagonist	CHO-K1 Ca PAM	TAAR1 agonist	CHRM5 PAM	CRFR2-BP antag	CRFBP-R2 agonist	M5 ag
COc1ccc(CNC(=O)c2ccc(-c3c(C)noc3C)c3ccoc23)cc1OC	11	-7	-36	8	-2	-3	.	.	3
COc1ccccc1CCC(=O)OCC(=O)c1c(N)n(CC(C)C)c(=O)n(C)c1=O	-12	21	20	-7	10	-20	8	1.8	9
NNC(=O)c1ccccc1OCc1ccccc1	-2	-3	-22	-8	-1	5	4	-5.6	-2
COc1cc(/C=C2\NC(=S)N(C)C2=O)ccc1OCc1ccccc1F	-6	6	-3	-1	4	-1	8	0.5	1
C=CCNC(=S)NNC(=O)c1ccc(OCCCC)cc1	-5	10	-14	-4	6	-4	17	-1.5	2
CCOc1ccc(NC(=O)CCS(=O)(=O)c2ccc(C)cc2)cc1	0	-2	-2	-4	-1	8	5	-5.0	-3
Nc1c(N(CCC2=CCCCC2)C(=O)COc2ccc(F)cc2)c(=O)[nH]c(=O)n1Cc1ccccc1	4	3	.	11	.	0	6	6.8	2
O=C(CSc1n[nH]c(-c2ccccc2)n1)Nc1ccc(F)cc1F	6	4	-3	2	-1	8	2	-0.2	-5
O=CN1CCC(=O)N(Cc2ccccc2)c2ccccc21	1	1	1	14	0	4	19	1.5	-3
Cc1ccc(C)c2[nH]c(=O)c(C(c3nnnn3C3CCCC3)N3CCOCC3)cc12 (stereo not drawn)	0	10	8	15	6	-5	-16	-1.7	0
Cc1ccc(C(=O)C2CCN(C(=O)c3ccc(C)cc3)CC2)cc1	-3	12	-8	1	0	-7	0	-7.6	0
O=c1[nH]c(CN2CCN(c3ccccc3Cl)CC2)nc2ccsc12	2	1	0	14	9	-7	-14	-1.2	-1
COCCCNC(=O)/C=C/c1c(Cl)cccc1Cl	11	-4	-7	-4	-1	1	3	3.1	-1
CCOC(=O)c1cc(-c2ccc(OC)cc2)n(CCC(=O)NCCN2CCC(C)CC2)c1C	2	-2	-1	17	22	0	-8	1.1	0
Cc1ccc(OCC(=O)N/N=C/c2ccc([N+](=O)[O-])o2)cc1	8	-4	-6	9	9	1	7	-3.4	1
O=C(CN1C(=O)CSc2ccccc21)NCCC1=CCCCC1	4	-6	3	21	-2	-1	-10	-0.3	0
Cc1ccc(S(=O)(=O)CCC(=O)OCc2ccc(Cl)c(Cl)c2)cc1	3	-3	-18	-3	6	-2	34	1.1	-1
N#CC1C(=O)NC(c2ccccc2)=CC1c1ccccc1 (stereo not drawn)	-2	8	-1	17	0	3	19	-1.6	-6
COc1ccc(C=C2c3ccccc3C(=O)c3ccccc32)c(OC)c1	-17	7	-21	-3	-2	-6	.	.	-2
COc1ccc(N2CCN(c3oc(Cc4cccc5ccccc45)nc3C#N)CC2)cc1	5	6	-1	8	2	-8	-6	-3.0	0
Cc1noc(C)c1CSCC(=O)N(C)CC(=O)Nc1ccc(Cl)cc1	-3	-7	-25	-1	3	-1	-7	-1.5	-2
CCOC(=O)N/N=C/c1cc(C)n(-c2ccccc2)c1C	13	5	-6	20	1	-6	-3	3.3	-3
CC1=C(C(=O)N2CCCCCC2)CC(CC(=O)NCCc2ccccn2)C(=O)N1CCC1=CCCCC1 (stereo not drawn)	-5	-2	-1	-12	8	-2	.	.	1
Clc1nc(Nc2ccc(N3CCOCC3)cc2)c2ccccc2n1	5	6	-8	-7	2	-6	-20	17	-3
Cc1ccccc1P(=O)(CO)c1ccccc1C	6	-2	-8	7	-2	-1	-5	0.6	-1
Cc1ccc(NC(=O)CSc2nnc3n2CCCCC3)cc1S(=O)(=O)N1CCOCC1	0	8	-5	-9	5	-2	5	1.1	1
N#CCn1c(CN2CCCC2)nc2ccccc2c1=O	3	-10	10	5	-2	5	-7	-0.2	-2
COc1ccc(CN2CCN(CC3CC3)CC2CCO)cc1C (stereo not drawn)	8	11	9	6	1	-1	4	0.7	-12
CCC(CC)NC(=O)c1ccc(Cl)cc1	6	-13	-22	27	4	1	9	-0.6	-2
O=C(COc1ncnc2ccccc12)Nc1ccccc1[N+](=O)[O-]	0	6	-32	18	1	5	-1	0.3	0
COc1ccc2oc3cc(Cl)ccc3c(=O)c2c1	0	2	-11	10	0	-3	.	.	1
COc1ccccc1-c1nnc(SCC(=O)N2CCOCC2)n1-c1ccccc1	0	-9	-11	22	5	1	26	0.1	-6
O=C(Nc1sc2c(c1CN1CCOCC1)CCC2)c1ccc(F)cc1	2	-2	-23	26	-2	1	-19	0.3	1
CCOC(=O)c1oc2ccccc2c1NC(=O)CN1CCN(C)CC1	-3	1	8	15	0	1	-6	0.9	-9
COc1cccc(-c2ccc(C#N)c(=O)[nH]2)c1	1	5	-3	21	6	-5	6	2.8	-3
Cc1ccc(NS(=O)(=O)c2ccc(-n3cccn3)cc2)cc1C	-10	4	-6	6	6	-11	-28	-0.9	4
O=C1C2C3CCC(C3)C2C(=O)N1c1ccc(OS(=O)(=O)c2ccccc2)cc1 (stereo not drawn)	-10	14	2	-13	5	-5	7	0.6	3
CC(C)c1ccc(CN2C(=O)c3ccccc3S2(=O)=O)cc1	-6	13	13	9	2	-1	-3	1.5	-6
CC(C(=O)N1CCc2ccccc21)N1CCN(c2ccccn2)CC1 (stereo not drawn)	1	5	-1	10	0	-1	7	-2.0	-2
CN1CCN(Cc2nc(N)nc(Nc3ccc4c(c3)OCCO4)n2)CC1	2	2	-18	6	7	-6	4	-0.4	-1
S=c1[nH]nc(-c2ccccn2)n1/N=C/c1c(Cl)cccc1Cl	6	10	-4	11	8	-8	-11	0.5	-3
CCOC(=O)N1CCN(C(=O)c2ccc(NC(=O)c3ccc(C)cc3)cc2)CC1	31*	-23	-20	18	4	5	5	0.2	-1
c1ccc(-c2nnc(OCCN3CCOCC3)c3ccccc23)cc1	-4	6	-2	-6	2	14	1	-2.9	-11
O=C(Nc1cccnc1)c1ccc(Cl)c(Cl)c1	-3	-8	10	-20	47*	2	-2	2.6	4
O=C(Nc1cccc([N+](=O)[O-])c1)NC1CCCCCCC1	-13	29*	18	15	1	-16	4	1.2	8
COc1cc(NC(=O)CN2C(=O)C(=O)N(CC(C)C)C2=O)cc(OC)c1	12	5	-5	-20	1	0	1	3.2	3
COc1ccc(-c2cc(C(F)(F)F)c3c(=O)n(-c4ccccc4)[nH]c3n2)cc1	17	14	.	3	.	-3	50	-0.3	-1
Cc1ccc2c(=O)cc(C(=O)NC3CCS(=O)(=O)C3)oc2c1C (stereo not drawn)	2	-11	-32	0	1	6	14	-1.8	-3
COc1cccc(NC(=O)CN(C)C(C)C(=O)N2CCCCC2)c1 (stereo not drawn)	1	2	-15	-18	0	-1	6	-0.8	1
COc1ccc(-c2cn(CCO)nc2-c2ccc(OC)cc2)cc1	0	-2	-2	3	5	0	3	0.6	1

Remaining list, next part:
SMILES	CHRM4 PAM	CHRM5 antagonist	TAAR1 antagonist	CHO-K1 Ca PAM	TAAR1 agonist	CHRM5 PAM	CRFR2-BP antag	CRFBP-R2 agonist	M5 ag
COc1ccc(CCN2CC(=O)NC(=O)C2)cc1OC	4	0	-7	27	1	2	-16	-1.1	1
O=C(Nc1ccc2nc(-c3cccs3)c(-c3cccs3)nc2c1)NC1CC1	-10	13	32	15	36	-5	-6	6.3	1
COc1cc(F)c(C2=CC(=O)C[C@H](c3ccc(Cl)cc3)C2)cc1F	2	10	-8	6	7	0	4	4.0	1
C/C(CC(=O)Nc1ccc2c(c1)OCCO2)=N\NC(=O)c1cccc(O)c1	5	-6	2	4	0	3	1	0.8	-2
c1coc(CNC2CCCCCCC2)c1	-6	0	10	12	6	1	-1	-1.0	1
CCN(C(=O)c1cccs1)c1nc(-c2ccc(OC)cc2)cs1	4	-10	4	21	0	5	-18	-0.6	-1
CCCCCC(=O)N1C[C@H](n2cc(C3CC3)nn2)[C@@H](O)C[C@@H]1c1ccc(C)cc1	2	4	5	2	1	0	-5	-0.8	2
COc1ccc(C2=NN(CN3C(=O)C(=O)c4ccccc43)C(c3cccc([N+](=O)[O-])c3)C2)cc1 (stereo not drawn)	4	3	0	11	-1	5	-12	0.4	1
O=C(COc1ccccc1Cl)N1CCCC1	1	14	-6	-5	8	17	3	2.0	-2
CCn1c(P(C)(=O)O)nc2cc(NC(=O)c3ccccc3Cl)ccc21	-7	11	-1	-13	8	-5	-10	1.2	-1
CCCCC(CC)CNC(=O)C(=O)C1C(=O)Nc2ccccc21 (stereo not drawn)	0	8	-22	14	3	-1	-16	0.5	5
CCOC(=O)c1cccc(NC(=O)Cn2c(CC(=O)NC)nc3ccccc32)c1	12	-3	-3	10	8	-4	-8	0.2	0
